# M1AAP inhibition: P. falciparum M1AAP inhibitors, biochemical, fluorogenic H-Leu-NHMec substrate, 1536-well (AID 1445); 220,000 compounds, 0.42% hits; inhibition, % at 30 µM, or IC50 in µM where a hit was titrated; recombinant M1AAP, H-Leu-NHMec fluorogenic kinetic assay; higher % means a stronger effect; Aminopeptidase N (Plasmodium falciparum (isolate 3D7));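 active = primary inhibition above the hit cutoff, then over 50% inhibition at one or more dose response concentrations, cut at about 23% in these data, passing the limit was not always enough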;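 note: plate controls were DMSO full reaction for no effect and no enzyme background for full effect; strong numbers were not always called active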
# WT yeast gro inh: growth inhibition of WT strain, primary screen, mitochondrial fusion inhibitor project, WT and mutant strains, chemical genetic; mitochondrial fusion phenotypic screen; inhibition, % at 10 µM; 190,000 compounds, 2.1% hits; in the data active = inhibition above about 58%; tested in S. cerevisiae
# PMI inhibition: human PMI inhibitors, high substrate, primary screen, biochemical, fluorescence intensity, high mannose 6-phosphate (AID 1220). 190,000 compounds, 0.66% hits. one-dose inhibition, % at 20 µM; IC50 in µM for titrated hits. recombinant PMI enzyme, coupled fluorescence intensity; higher % means a stronger effect. Mannose-6-phosphate isomerase (Homo sapiens)
# P. falciparum M17LAP: P. falciparum M17LAP inhibitors, primary screen, biochemical, fluorogenic H-Leu-NHMec substrate, 1536-well (AID 1619); recombinant M17LAP, H-Leu-NHMec fluorogenic kinetic assay; higher % means a stronger effect; inhibition, % at 30 µM; hits with a dose series show IC50 in µM; 220,000 compounds, 0.38% hits;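 active = compound inhibiting the enzyme by more than half at any dose during confirmatory dose-response retesting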;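 note: plate controls were full reaction with DMSO carrier for no effect and no enzyme background for full effect; strong numbers were not always called active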
# XIAP displacement: XIAP antagonists, biochemical, IAP family, fluorescence polarization (AID 1018). E3 ubiquitin-protein ligase XIAP (Homo sapiens). XIAP BIR domain, fluorescence polarization peptide displacement; higher % means a stronger effect. displacement, % at 20 µM; hits with a dose series show IC50 in µM. 200,000 compounds, 0.007% hits; in the data active = displacement above about 50%; note: a part of the inactive calls stands beside numbers as strong as those of hits
# human PMI inhibition: inhibitors of human PMI, primary screen, biochemical, fluorescence intensity, coupled assay (AID 1209); 190,000 compounds, 0.42% hits; purified PMI enzyme, coupled fluorescence intensity; higher % means a stronger effect; Mannose-6-phosphate isomerase (Homo sapiens); inhibition, % at 20 µM; hits with a dose series show IC50 in µM;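 note: plate controls were DMSO vehicle for no effect and wells lacking substrate for full effect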
# TNAP activation fold: human TNAP enzyme activators, primary screen, biochemical, luminescent, no phosphate acceptor, uHTS (AID 1001) | Alkaline phosphatase, tissue-nonspecific isozyme (Homo sapiens) | purified TNAP, luminescent activation assay, no phosphate acceptor; higher activation fold means a stronger effect | activation fold at 20 µM, or EC50 in µM where a hit was titrated | 200,000 compounds, 0.03% hits; in the data active = activation fold from about 3, or a potency from the dose series; inactive = the rest, 99 in 100 with activation fold below about 1.6; note: many of its hits are not listed in these tables
# LYP phosphatase: inhibitors of LYP phosphatase, biochemical, fluorescence intensity, uHTS (AID 1779); inhibition, % at 11.5 µM, or IC50 in µM where a hit was titrated; recombinant LYP phosphatase, fluorescence intensity; higher % means a stronger effect; Tyrosine-protein phosphatase non-receptor type 22 (Homo sapiens); 290,000 compounds, 0.054% hits;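 note: plate controls were vehicle with enzyme for no effect and no enzyme for full effect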
# Yfh1-off respiration: enhancers of respiration in Yfh1-depleted yeast, dose response, Friedreich's ataxia, plus single-dose screen (AID 1465); 220,000 compounds, 0.074% hits; S. cerevisiae Yfh1-off respiration, WST-1 reduction, 72 h; higher fold induction means a stronger effect; one-dose fold induction at 50 µM; EC50 in µM for titrated hits;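 active = fold induction of absorbance versus untreated yeast above a set limit, then at least 30% activation at any dose in follow-up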;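 note: activators that raise dye reduction in frataxin-depleted yeast; strong numbers were not always called active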
# WT yeast gro inh mutant strain: recorded beside WT yeast gro inh, whose call it bears; inhibition, %; mitochondrial fusion phenotypic screen, mutant strain inhibition
# * hit, by the source's call; i = inactive; x = no result given. Cut-off read from the data, not from the text of the source, unless noted: active = inhibition above about 50%; inactive = the rest.
SMILES,M1AAP inhibition,WT yeast gro inh,WT yeast gro inh mutant strain,PMI inhibition,P. falciparum M17LAP,XIAP displacement,human PMI inhibition,TNAP activation fold,LYP phosphatase,Yfh1-off respiration
CC1CCc2cc(F)ccc2N1S(=O)(=O)c1ccc(Cl)nc1 (stereo not given),-2%,-6,5,0%,-3%,-8.3%,4%,1.1,2%,i
CCOC(=O)C1(Cc2cccc(F)c2)CCN(Cc2c(C)nn(CC)c2C)CC1,3%,x,x,x,6%,x,x,x,-11%,i
CS(=O)(=O)c1ccc2nc(NC(=O)c3ccc(N4CCCC4=O)cc3)sc2c1,1%,x,x,x,6%,x,x,x,-10%,i
COC(=O)Nc1c(C)n(C)n(-c2ccccc2)c1=O,0%,-5,5,8%,-2%,-3.1%,5%,1.1,1%,i
COc1ccccc1-n1nc(C(=O)NCc2ccco2)c2ccccc2c1=O,4%,4,6,6%,-1%,0.5%,3%,1.1,-7%,i
Cc1ccc2nc(N(CCN(C)C)C(=O)c3cc(Cl)sc3Cl)sc2c1,2%,22,3,-7%,-1%,-3.4%,-6%,1.1,-8%,i
O=C(Nc1ccccc1)Nc1ccc2nnsc2c1,7%,x,x,x,1%,x,x,x,-4%,i
COc1cccc(NC(=O)CSc2nnc(CNC(=O)c3ccccc3)n2C)c1,3%,18,22,0%,15%,-3.4%,6%,1.1,-6%,i
COc1ccc(NC(=O)CSc2nc3c(c(=O)[nH]2)CCC3)cc1OC,1%,15,-9,8%,8%,-1.1%,8%,1.1,0%,i
Cc1ccc(NC(=O)C2CC2C)c(Cl)c1 (stereo not given),-1%,-20,7,-6%,-1%,-4.0%,-7%,1.1,-6%,i
COc1ccc(C2Nc3ccccc3C(=O)N2NC(=O)c2ccccc2)cc1OC (stereo not given),17%,1,3,-12%,7%,-5.4%,-15%,1.1,-9%,i
O=C(Nc1ccc(N2CCCC2=O)cc1)c1cccc(F)c1,-8%,14,27,10%,-5%,-4.8%,12%,1.1,0%,i
C[C@H]1COC2=C1C(=O)C(=O)c1c2ccc2c1CCCC2(C)C,7%,74*,60*,24%,10%,-2.7%,-22%,0.9,1%,i
Cc1cnn(-c2ccc3nnc(-c4ccc(Cl)cc4)n3n2)c1,18%,-4,12,-5%,10%,-2.7%,-10%,1,-9%,i
Cc1ccc(-n2nnc3c(=O)n(Cc4cccc(C)c4)cnc32)cc1,-1%,10,-4,22%,-2%,-4.5%,18%,1.1,1%,i
Cc1c(-c2ccco2)[n+](=O)c2c(n1[O-])CCCCC2,9%,4,-3,11%,10%,0.2%,4%,1,-4%,i
COc1ccccc1C(=O)OCC(=O)NC(=O)NCc1ccccc1,0%,7,-7,-10%,-5%,-5.1%,-4%,1.1,-5%,i
COc1ccc(S(=O)(=O)N2N=C(C)Oc3ccccc3C2=O)cc1,-4%,2,3,11%,0%,1.1%,7%,1.1,-11%,i
COc1ccc(NC(=O)Nc2ccc(F)cc2F)c(C)c1,-3%,-7,-5,-3%,8%,-4.7%,3%,1.1,4%,i
C/C(=N\NC(=O)c1ccc(NS(=O)(=O)c2cccs2)cc1)c1ccc2ccccc2c1,9%,1,-16,5%,0%,-17%,1%,1.1,-9%,i
COc1ccc(Nc2nc(-c3sc(N)nc3C)cs2)cc1,-3%,14,15,29%,20%,-1.5%,37%,1.4,-2%,i
CCOP(=O)(OCC)C(NC(=O)Nc1ccc(Cl)cc1)c1ccccc1 (stereo not given),8%,-12,14,6%,-1%,0.7%,8%,1.2,4%,i
Cc1cc(C)c(S(C)(=O)=O)c(Oc2cccc(Cl)c2)n1,8%,19,27,13%,9%,-3.2%,15%,1,1%,i
CCOC(=O)C1CCN(C(=O)C2CCN(S(=O)(=O)c3c(C)noc3C)CC2)CC1,7%,2,1,-2%,-8%,-6.6%,-1%,1.1,-2%,i
O=C(O)CCC(=O)Nc1ccc(C(=O)N2CCCCC2)cc1,5%,-9,-8,12%,6%,-4.7%,8%,1.1,-8%,i
# Going on with the list.
SMILES,M1AAP inhibition,WT yeast gro inh,WT yeast gro inh mutant strain,PMI inhibition,P. falciparum M17LAP,XIAP displacement,human PMI inhibition,TNAP activation fold,LYP phosphatase,Yfh1-off respiration
CNC(=O)NNC(=O)c1csc(Cc2c(Cl)sc3ccc(Cl)cc23)n1,7%,x,x,x,-2%,x,x,x,-7%,i
Cc1ccc(N=C(N)N=C(N)N)c(C)c1,5%,x,x,x,7%,x,x,x,-3%,i
COC(=O)c1ccc(NC(=O)C2CCCN2S(=O)(=O)c2ccc(OC)cc2)cc1 (stereo not given),8%,-1,-16,13%,1%,-4.7%,15%,1,-4%,i
CC(Oc1ccc(Br)cc1)C(=O)Nc1ccncc1 (stereo not given),4%,7,24,-3%,0%,-3.3%,-7%,1.2,-3%,i
CCn1c(SCC(=O)Nc2cc(C(C)(C)C)nn2-c2ccccc2)nnc1-c1cccs1,12%,4,3,2%,4%,0.3%,5%,1,-15%,i
O=C(O)C1C2C=CC(C2)C1C(=O)OC1CC2CCC1C2 (stereo not given),5%,-7,-11,-7%,26%,-2.0%,-6%,1.1,-2%,i
CCN(CC)C(=O)c1sc(NC(=O)c2ccco2)c(C#N)c1C,10%,7,6,-14%,35%,-3.9%,-18%,1,-2%,i
O=C1OCCC1Sc1nnnn1-c1ccc(Cl)cc1 (stereo not given),0%,1,-1,12%,-2%,-5.3%,16%,1,-8%,i
Cc1noc(C)c1CSc1nc2ccccc2c(=O)n1-c1ccc(F)cc1F,3%,35,19,18%,5%,-6.3%,20%,1,4%,x
COc1cc(/C=N/NC(=O)CN(CCc2ccccc2)S(=O)(=O)c2ccc(NC(C)=O)cc2)cc(OC)c1OC,-8%,-4,4,14%,-14%,-5.3%,29%,1.2,1%,i
O=C(c1ccc(-c2ccc(Cl)cc2)o1)N1CCN(c2ccc([N+](=O)[O-])cc2Cl)CC1,-1%,17,23,9%,-5%,-2.9%,13%,1,6%,x
CCOC(=O)Cn1c(C(C)=O)nc2ccccc21,13%,15,10,-3%,9%,-8.4%,-8%,1.1,-3%,i
O=C(NN1CCOCC1)c1ccc(Br)s1,6%,12,9,8%,1%,1.7%,5%,1.1,-3%,i
NC(=O)NC(=O)COC(=O)c1ccc(OC(F)(F)F)cc1,8%,0,6,7%,2%,-1.3%,8%,1,-4%,i
O=C(Nc1ccc(Cc2ccncc2)cc1)c1cccs1,8%,6,9,-3%,12%,-4.0%,-1%,1.1,-7%,i
COc1ccc(C(=O)N/N=C\c2coc3ccccc3c2=O)cc1,15%,x,x,x,8%,x,x,x,-4%,i
COCCNC(=S)Nc1ccccc1[N+](=O)[O-],4%,8,5,1%,2%,-4.6%,4%,1.1,5%,i
CSc1nnc2c(n1)c(C)nn2-c1ccc(C)cc1,-2%,-9,2,-7%,9%,-7.3%,-10%,0.9,-3%,i
COc1ccc(S(=O)(=O)N2CCC(C(=O)NCC3CCCO3)CC2)cc1C (stereo not given),3%,9,30,10%,4%,-5.4%,6%,1.1,-5%,i
Cc1cc(N2CCC(C)CC2)nc(-n2nc(C)cc2C)n1,7%,67*,67*,19%,10%,-5.5%,16%,1.1,-3%,i
CCOC(=O)N1CCC(=NNS(=O)(=O)c2cccc([N+](=O)[O-])c2)CC1,2%,12,13,-107%,7%,-7.6%,-65%,1.1,-7%,i
C=CCNC(=O)CN(c1ccccc1OCC)S(=O)(=O)c1ccc(C)cc1,2%,-8,7,9%,5%,-6.7%,17%,1.1,-3%,i
CCOC(=O)C=Nc1c(N)n(C)c(=O)n(C)c1=O,8%,3,-10,35%,9%,-6.2%,10%,1.1,-8%,i
COc1ccc(CN2CCN(c3ccccn3)CC2)c(OC)c1,10%,-7,-2,-6%,11%,-6.8%,-4%,0.9,-1%,i
O=C(Nc1nc(-c2ccco2)c(-c2ccco2)s1)C1CC(=O)N(c2ccc3c(c2)OCCO3)C1 (stereo not given),21%,12,-2,-48%,28%,-12%,-10%,1,45%,i
Cc1nnc(N(Cc2ccco2)C(=O)c2ccno2)s1,-4%,x,x,-1%,-8%,-0.6%,-8%,1.1,-5%,i
O=[N+]([O-])c1ccccc1NCc1ccccc1Cl,1%,10,-23,-2%,2%,-8.2%,2%,0.9,-3%,i

# Nothing new here: six of the compounds above.
SMILES,M1AAP inhibition,WT yeast gro inh,WT yeast gro inh mutant strain,PMI inhibition,P. falciparum M17LAP,XIAP displacement,human PMI inhibition,TNAP activation fold,LYP phosphatase,Yfh1-off respiration
C=CCNC(=O)CN(c1ccccc1OCC)S(=O)(=O)c1ccc(C)cc1,2%,-8,7,9%,5%,-6.7%,17%,1.1,-3%,i
CCOC(=O)C=Nc1c(N)n(C)c(=O)n(C)c1=O,8%,3,-10,35%,9%,-6.2%,10%,1.1,-8%,i
COc1ccc(CN2CCN(c3ccccn3)CC2)c(OC)c1,10%,-7,-2,-6%,11%,-6.8%,-4%,0.9,-1%,i
O=C(Nc1nc(-c2ccco2)c(-c2ccco2)s1)C1CC(=O)N(c2ccc3c(c2)OCCO3)C1 (stereo not given),21%,12,-2,-48%,28%,-12%,-10%,1,45%,i
Cc1nnc(N(Cc2ccco2)C(=O)c2ccno2)s1,-4%,x,x,-1%,-8%,-0.6%,-8%,1.1,-5%,i
O=[N+]([O-])c1ccccc1NCc1ccccc1Cl,1%,10,-23,-2%,2%,-8.2%,2%,0.9,-3%,i

# High-throughput results (PubChem)
